PLCb3 inh = PLC-beta3 (human) inhibition, primary screen; Purified PLC-beta3, fluorogenic substrate, fluorescence; inhibition, % at 12.2 µM; Q01970; 0.18% of 370,000 active; AID 720704; in the data active means inhibition above about 11%;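 further: 0% = median of compound wells on plate and 100% = full blocker control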
NR1D1 modulator = modulates human Rev-erb alpha binding to DNA; P20393; Rev-erbα–FITC-DNA binding, fluorescence polarization, 90 min; activity, % at 10 µM; 0.79% of 370,000 active; AID 1259318;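 active means activity above about 14%, limit read from the data; passing the limit was not always enough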;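 further: 0% = DMSO wells with 35 nM protein and 100% = DMSO wells with 750 nM protein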
UHRF1 binding = blocks human UHRF1 binding to methylated DNA | Q96T88 | UHRF1 binding to methylated oligo, TR-FRET | inhibition, % at 4.4 µM | 0.75% of 370,000 active; in the data active means inhibition above about 21%;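 further: UHRF1 SRA domain binding a hemimethylated CpG hairpin DNA probe; 0% = median of test compound wells and 100% = reference inhibitor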
Tn6 DDE FP = disrupts Tn6 cyclic peptide binding to fibrin D-Dimer-E complex; AID 720509; inhibition, % at 8.3 µM; 0.21% of 370,000 active; Fibrin DD(E) TRITC-Tn6 fluorescence polarization displacement;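 active means inhibition above a per-campaign cutoff: mean of compounds within control limits plus 3 SD, cut at about 15% in these data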;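 further: 0% = median of all compound wells on the plate and 100% = blocking peptide control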
Target sequence (P02675 whole entry, looked up): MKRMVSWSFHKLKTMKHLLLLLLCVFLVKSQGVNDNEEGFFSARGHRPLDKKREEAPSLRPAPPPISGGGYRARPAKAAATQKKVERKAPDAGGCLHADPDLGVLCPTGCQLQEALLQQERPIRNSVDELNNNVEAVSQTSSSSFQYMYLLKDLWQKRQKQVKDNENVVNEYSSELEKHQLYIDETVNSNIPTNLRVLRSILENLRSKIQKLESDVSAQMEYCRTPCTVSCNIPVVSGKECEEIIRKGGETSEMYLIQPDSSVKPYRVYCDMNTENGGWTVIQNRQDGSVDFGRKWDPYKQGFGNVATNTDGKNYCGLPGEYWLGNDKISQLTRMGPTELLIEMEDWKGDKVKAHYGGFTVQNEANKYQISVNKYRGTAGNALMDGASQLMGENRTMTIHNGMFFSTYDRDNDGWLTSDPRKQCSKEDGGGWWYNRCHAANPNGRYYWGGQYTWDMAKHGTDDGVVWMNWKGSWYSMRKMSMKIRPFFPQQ
DDE Tn7 FP inh = inhibitors of Tn7 peptide binding to human fibrin DD(E) | FP displacement of FITC-Tn7 peptide from fibrin DD(E); 0% = median of compound wells per plate | inhibition, % at 8.3 µM | 0.13% of 370,000 active | AID 720508;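 active means inhibition above the mean of compounds falling within the control limits plus 3 SD of them, cut at about 14% in these data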;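 further: 0% = plate median of compound wells and 100% = 10 µM Aha-Tn7 peptide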
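Assay system: human fibrin DD(E) protein / Input: 2 µM fibrin DD(E) / Benchmarks: high control of 10 µM Aha-Tn7 peptide / Measured by: fluorescence polarization of the labelled Tn7 tracer / Medium: Tris buffer with calcium and detergent, pH 7.8 / Timing: 10 min compound pre-incubation, 3 h probe incubation at room temperature / Repeats: one replicate per compound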
HGIII-sPLA2 inh = Inhibits HGIII-sPLA2 liposome hydrolysis, primary screen | Q9NZ20 | inhibition, % at 12.2 µM | AID 743126 | 0.56% of 370,000 active | QFRET BODIPY PC-A2 liposome hydrolysis, fluorescence;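 active means inhibition above mean plus 3 SD of compounds lying within the high and low control bounds, cut at about 19% in these data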;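 further: 0% = median of test compound wells and 100% = no enzyme DMSO wells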
PLC-gamma1 inh = inhibitors of human phospholipase C gamma1; AID 720700; inhibition, % at 12.2 µM; 0.84% of 370,000 active; P19174; purified PLC-gamma1, fluorogenic substrate, fluorescence; in the data active means inhibition above about 9.5%
ARFGAP1 inhibitor = inhibits rat ARF GTPase activating protein 1; Arfgap1-stimulated ARF1 GTP hydrolysis, GDP FP detection; 0.26% of 360,000 active; inhibition, % at 16.5 µM;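 active means inhibition above a per-plate limit, mean inhibition of low control wells plus 3 SD, cut at about 25% in these data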;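 further: 0% = DMSO wells with enzyme and 100% = wells lacking Arfgap1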
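system = rat Arfgap1 catalytic domain, aa 1-136 | technique = FP, GDP Alexa 633 tracer displaced from anti-GDP antibody, 620/688 nm | compound = one concentration, 16.5 µM, DMSO 1.26% | medium = HEPES-based buffer, pH 7.5 | timing = compound-enzyme preincubation 20 min, reaction 120 min, detection 60 min, 25 °C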
KLK7 zymogen act = activators of human kallikrein-7 zymogen; 0.9% of 370,000 active; purified proKLK7, EDANS-DABCYL substrate fluorescence; 100% is mature enzyme control, 0% vehicle; AID 652039; activation, % at 7 µM;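 active means activation above the mean of all tested compounds plus 3 SD, computed per campaign excluding outliers beyond control limits, cut at about 13% in these data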
ASAP1 GAP inh = ASAP1 ArfGAP inhibition. Q9ULH1. ASAP1-stimulated ARF1 GTP hydrolysis, GDP FP detection. inhibition, % at 16.5 µM. 0.19% of 360,000 active; in the data active means inhibition above about 25%;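 further: 0% = vehicle with enzyme and substrate and 100% = no enzyme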
Target sequence (Q9ULH1 325-724 limits assumed): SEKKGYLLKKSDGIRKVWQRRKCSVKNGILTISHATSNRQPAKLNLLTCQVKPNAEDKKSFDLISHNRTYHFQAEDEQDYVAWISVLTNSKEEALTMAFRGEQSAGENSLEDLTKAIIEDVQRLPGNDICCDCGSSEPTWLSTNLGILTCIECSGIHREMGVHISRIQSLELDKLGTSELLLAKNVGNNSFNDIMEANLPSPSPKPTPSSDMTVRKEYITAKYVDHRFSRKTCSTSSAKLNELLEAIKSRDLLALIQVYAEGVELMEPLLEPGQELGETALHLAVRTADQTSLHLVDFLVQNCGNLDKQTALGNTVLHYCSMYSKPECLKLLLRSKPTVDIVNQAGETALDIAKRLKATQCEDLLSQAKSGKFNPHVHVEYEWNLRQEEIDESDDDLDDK
The depositor's hits bear a star; & = joins results of further samples.

The opening 13 entries as a preview:
PLCb3 inh,NR1D1 modulator,UHRF1 binding,Tn6 DDE FP,DDE Tn7 FP inh,HGIII-sPLA2 inh,PLC-gamma1 inh,ARFGAP1 inhibitor,KLK7 zymogen act,ASAP1 GAP inh,SMILES
5,1,-3,-3,-5,-4,1,6,-0.3,1,N#C/C(=C\N1CCCCC1)S(=O)(=O)c1ccc(Cl)cc1
-6,-2,0,-1,0,2,-1,7,-0.5,-2,c1ccc2[nH]c(CSc3nccs3)nc2c1
-6,-14,1,2,-4,0,-6,0,-0.7,3,CC(/C=C/c1ccc2c(c1)OCO2)=N\NC(=O)c1cccc([N+](=O)[O-])c1
2,1,-2,2,-5,3,1,0,0.3,-10,Cc1sc2ncn(CC(=O)NCC3COc4ccccc4O3)c(=O)c2c1S(=O)(=O)N1CCOCC1 (stereo unspecified)
-2,2,0,6,7,0,-5,5,-0.1,2,CN(C)c1cccc(NC(=O)c2ccco2)c1
-12,3,2,-1,1,9,-3,1,-0.1,-2,COC(=O)CCC(C)N1CCC(Oc2ccc(C(=O)N3CCCC3)cc2)CC1 (stereo unspecified)
-5,4,1,-7,0,-4,0,-12,0.2,-1,N#CCCN(C(=O)Cn1nc(C(=O)O)c2ccccc2c1=O)c1ccccc1
0,0,-3,4,5,-2,0,7,-0.4,-4,O=C(Oc1ccc2ccccc2c1)c1ccccc1
-2,-1,0,-3,4,1,1,-3,-0.1,6,O=C(NNS(=O)(=O)c1ccc(Br)cc1)c1csnn1
-1,3,3,-3,0,0,-6,-6,-0.1,13,COC(=O)c1ccccc1SC1CC(=O)N(c2cccc(C)c2)C1=O (stereo unspecified)
1,-3,0,2,-3,2,-1,17,-0.4,-8,COc1ccc(C2(CNC(=O)c3cccc([N+](=O)[O-])c3)CCOCC2)cc1
3,-1,0,-6,6,5,2,9,0.6,-7,O=C(NCc1ccccn1)C(=O)NCc1ccccn1
-6,3,2,9,-4,2,1,3,-0.2,9,O=C(NN1CCOCC1)c1ccc(Cl)c([N+](=O)[O-])c1

Main list, from the first entry:
PLCb3 inh,NR1D1 modulator,UHRF1 binding,Tn6 DDE FP,DDE Tn7 FP inh,HGIII-sPLA2 inh,PLC-gamma1 inh,ARFGAP1 inhibitor,KLK7 zymogen act,ASAP1 GAP inh,SMILES
5,1,-3,-3,-5,-4,1,6,-0.3,1,N#C/C(=C\N1CCCCC1)S(=O)(=O)c1ccc(Cl)cc1
-6,-2,0,-1,0,2,-1,7,-0.5,-2,c1ccc2[nH]c(CSc3nccs3)nc2c1
-6,-14,1,2,-4,0,-6,0,-0.7,3,CC(/C=C/c1ccc2c(c1)OCO2)=N\NC(=O)c1cccc([N+](=O)[O-])c1
2,1,-2,2,-5,3,1,0,0.3,-10,Cc1sc2ncn(CC(=O)NCC3COc4ccccc4O3)c(=O)c2c1S(=O)(=O)N1CCOCC1 (stereo unspecified)
-2,2,0,6,7,0,-5,5,-0.1,2,CN(C)c1cccc(NC(=O)c2ccco2)c1
-12,3,2,-1,1,9,-3,1,-0.1,-2,COC(=O)CCC(C)N1CCC(Oc2ccc(C(=O)N3CCCC3)cc2)CC1 (stereo unspecified)
-5,4,1,-7,0,-4,0,-12,0.2,-1,N#CCCN(C(=O)Cn1nc(C(=O)O)c2ccccc2c1=O)c1ccccc1
0,0,-3,4,5,-2,0,7,-0.4,-4,O=C(Oc1ccc2ccccc2c1)c1ccccc1
-2,-1,0,-3,4,1,1,-3,-0.1,6,O=C(NNS(=O)(=O)c1ccc(Br)cc1)c1csnn1
-1,3,3,-3,0,0,-6,-6,-0.1,13,COC(=O)c1ccccc1SC1CC(=O)N(c2cccc(C)c2)C1=O (stereo unspecified)
1,-3,0,2,-3,2,-1,17,-0.4,-8,COc1ccc(C2(CNC(=O)c3cccc([N+](=O)[O-])c3)CCOCC2)cc1
3,-1,0,-6,6,5,2,9,0.6,-7,O=C(NCc1ccccn1)C(=O)NCc1ccccn1
-6,3,2,9,-4,2,1,3,-0.2,9,O=C(NN1CCOCC1)c1ccc(Cl)c([N+](=O)[O-])c1
-3,3,4,0,-6,3,-1,-5,-0.6,14,COc1ccc(/C=C2\SC(=S)N(CCCCCC(=O)Nc3cc(C)on3)C2=O)cc1OC
3,2,-2,-4,5,-30,-1,4,-4.3,-2,COc1ccc(CCNC(=O)c2cc(-c3cc(C)ccc3O)n[nH]2)cc1OC
3,2,2,0,2,11,9,-1,0.5,-11,Cc1c(C(=O)Nc2ccc(Cl)cc2)c2ccccn2c1C(=O)c1ccc(F)cc1
-5,-3,0,-12,-1,-28,1,14,0.1,3,CNC(=O)Nc1cccc(-c2cc(-c3c(Cl)cccc3Cl)no2)c1
7,1,4,-5,-3,12,2,6,-1.1,14,O=C1C2C(C(=O)N1Cc1ccco1)C1C=CC2C12CC2 (stereo unspecified)
7,5,-2,-6,7,-7,3,-5,0.2,7,CCO[C@@H]1OC(C(=O)Nc2ccccc2)=C[C@H](c2ccc(C(F)(F)F)cc2)[C@H]1CCCO
-20,-2,-1,-1,-9,-15,-4,6,1.3,8,CCN(CC)CCn1c(=N)n(CC(=O)c2ccc(Br)s2)c2ccccc21
-6,4,-2,-4,9,3,5,-2,-0.1,-2,O=C(OCC(=O)N1CCc2ccccc2C1)c1ccc(O)cc1
0,2,4,4,2,5,1,8,0.1,-9,C=CCNC(=O)/C=C/c1ccc(C(C)C)cc1
0,3,0,-5,-1,0,2,6,0.3,-4,N#Cc1ccc(CSC2=NCCN2)cc1
-10,-5,-1,-1,6,-1,0,5,0.2,12,Cc1cccc(OCCNC(=O)c2ccc(Cl)c(S(=O)(=O)NCc3cccnc3)c2)c1
4,-10&-7,-1,2,1,-2,-1,3,-0.1,2,NC(=O)c1ncn([C@@H]2O[C@H](CO)[C@@H](O)[C@H]2O)n1
-203,7,1,-6,-2,4,-138,2,0.6,-10,CCOC(=O)c1ccc(-c2ccc(N3C(c4cccc(OC)c4)=Cc4ccc(F)cc4C3CC(C)=O)cc2)cc1F (stereo unspecified)
0,-4,2,6,0,-7,-3,5,0.6,7,CCOC(=O)c1cnc2ccc(OC)cc2c1NCCc1ccc(OC)c(OC)c1
1,4,0,-5,-5,-3,4,9,0.0,1,Cc1ccc(Cl)c(OCC(=O)Nc2ccc3c(c2)OCCO3)c1
-4,16,20,1,1,0,6,5,-0.1,1,C=CCN1C(=S)CC(c2ccccc2)=Nc2ccccc21
-4,-4,-1,0,9,3,0,-2,0.3,-2,Cc1ccc(-c2noc(CCC(=O)NC3CCCC3)n2)cc1
1,-4,0,-5,5,6,0,8,0.1,8,C(=N\N1CCN(c2ccccc2)CC1)/c1ccccc1
-12,-4,2,6,5,3,2,-7,0.8,2,O=C(CCN1C(=O)/C(=C/c2ccc(F)cc2)SC1=S)NC1C=CS(=O)(=O)C1 (stereo unspecified)
3,-2,-2,0,-14,-9,1,9,0.2,10,CN(CCNC(=O)CN1C(=O)CSc2ccc(S(=O)(=O)N3CCCC3)cc21)Cc1ccccc1
-29,-4,-3,-15,8,-4,-14,9,-0.1,5,COc1cc2ccccc2cc1C(=O)Nc1cc(C)ccn1
-7,-4,1,-6,3,-4,-1,-4,-0.5,-11,CC1(C)CC(=O)N(c2ccc(Cl)cc2Cl)C(=O)C1
1,7,1,-3,0,-29,2,-9,0.7,17,Fc1ccccc1CSc1nncn1NC/C=C/c1ccccc1
-4,2,11,-7,4,-1,1,4,0.8,3,C#CCSc1nnnn1-c1ccc(OCC)cc1
-7,-4,0,-4,-9,-1,-3,9,0.4,-5,CC(=O)NCC(=O)OCC(=O)N1c2ccccc2Sc2ccccc21
1,4,-2,5,-3,2,0,-9,0.0,-4,Oc1ccccc1-c1cc(C(F)(F)C(F)F)nc(-c2ccccc2)n1
-3,1,0,4,-2,0,-3,10,-0.1,0,COC(=O)COc1cccc2c(=O)n(CC(=O)NCCc3ccccc3)ccc12
2,13,-2,-2,5,-7,4,-2,0.3,-3,O=C(CSc1nnnn1-c1ccc(F)cc1)Nc1nc2ccccc2s1
0,-6,-4,2,3,6,-2,1,-0.1,4,CCS(=O)(=O)N1CCC(C(=O)Nc2cccc(C(C)=O)c2)CC1
3,3,5,-10,2,12,6,6,-0.4,9,CC1CCCC(NC(=O)COC(=O)COc2ccc(C#N)cc2)C1C (stereo unspecified)
3,3,2,-1,-3,-4,2,1,0.1,1,O=C1NC[C@H](CCCCN2CCN(Cc3ccccc3)C(=O)C2=O)N(Cc2ccccc2)C1=O
4,0,1,0,3,9,5,-8,-0.4,-1,O=C(NC1CCCCC1)C1CCCN(S(=O)(=O)c2cccs2)C1 (stereo unspecified)

Taken from the results shown (two entries):
PLCb3 inh,NR1D1 modulator,UHRF1 binding,Tn6 DDE FP,DDE Tn7 FP inh,HGIII-sPLA2 inh,PLC-gamma1 inh,ARFGAP1 inhibitor,KLK7 zymogen act,ASAP1 GAP inh,SMILES
5,1,-3,-3,-5,-4,1,6,-0.3,1,N#C/C(=C\N1CCCCC1)S(=O)(=O)c1ccc(Cl)cc1
-6,-2,0,-1,0,2,-1,7,-0.5,-2,c1ccc2[nH]c(CSc3nccs3)nc2c1

Compound activity (PubChem BioAssay)
